AHR activator = AHR activators, primary screen, cell-based, luminescence, luciferase reporter, human; AHR-responsive luciferase reporter cells; activation, % at 5 µM; 2.5% of 320,000 active; AID 2796, 2010; in the data active = activation above about 47%;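 note: 0% = vehicle wells and 100% = reference agonist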
PAFAH1B2 inh = PAFAH1B2 enzyme inhibitors, primary screen, biochemical, fluorescence polarization, human | Platelet-activating factor acetylhydrolase IB subunit alpha2 (Homo sapiens), P68402 | recombinant PAFAH1B2, FP-rhodamine activity probe | inhibition, % at 3.39 µM | 1.2% of 340,000 active;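 active = inhibition above the mean of all tested compounds plus 3 SD, cut at about 24% in these data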;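 note: 0% = enzyme with DMSO and 100% = wells lacking PAFAH1B2; many of its hits are not listed in these tables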
Target sequence (P68402 whole entry, looked up): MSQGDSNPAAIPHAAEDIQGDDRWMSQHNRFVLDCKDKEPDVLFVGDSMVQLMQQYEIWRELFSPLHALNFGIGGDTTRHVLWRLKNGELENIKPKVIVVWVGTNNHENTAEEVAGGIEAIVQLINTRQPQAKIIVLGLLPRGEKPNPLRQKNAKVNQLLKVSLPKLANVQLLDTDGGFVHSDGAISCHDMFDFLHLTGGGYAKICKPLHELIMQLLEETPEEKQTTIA
PME-1 inh = PME-1 inhibitors via competitive probe labeling, primary screen, biochemical, fluorescence polarization, FP-Rh probe, HTS. inhibition, % at 5.9 µM. recombinant PME-1. AID 2130, 2009. 0.53% of 320,000 active. Protein phosphatase methylesterase 1 (Homo sapiens), Q9Y570;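 active = inhibition above the campaign mean of all compounds plus 3 SD, cut at about 26% in these data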;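 note: competitive labeling of PME-1 active site by serine hydrolase directed probe; 0% = PME-1 with DMSO and 100% = wells lacking PME-1 enzyme; inhibitors block probe labeling so polarization falls and inhibition rises; many of its hits are not listed in these tables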
Fam108B counter = mouse Fam108B serine hydrolase inhibitors, primary screen, counter-screen for RBBP9 inhibitor project, biochemical, fluorescence polarization; recombinant Fam108B, FP-Rh probe fluorescence polarization; inhibition, % at 9.51 µM; 0.33% of 300,000 active; AID 1947, 2009;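 active = inhibition above the screen mean inhibition plus 3 SD, computed separately per campaign, cut at about 18% in these data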;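 note: inhibitors lower polarization as less probe binds the enzyme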
MEX-5 binding = MEX-5 zinc finger RNA-binding disruptors – biochemical, C. elegans, fluorescence polarization, MLPCN library, primary screen | MEX-5/FITC-TCR2 RNA binding; stronger effect = lower value | activity score (negative = inhibition of binding), % at 10 µM | 0.38% of 300,000 active | AID 1832, 2009;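 active = inhibition past about -25% in most replicates, and total fluorescence under double the plate's negative control median, limit read from the data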;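 note: 0% = DMSO and -100% = 5 µM competing unlabeled TCR2 RNA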
Target sequence (Q9XUB2 whole entry, looked up): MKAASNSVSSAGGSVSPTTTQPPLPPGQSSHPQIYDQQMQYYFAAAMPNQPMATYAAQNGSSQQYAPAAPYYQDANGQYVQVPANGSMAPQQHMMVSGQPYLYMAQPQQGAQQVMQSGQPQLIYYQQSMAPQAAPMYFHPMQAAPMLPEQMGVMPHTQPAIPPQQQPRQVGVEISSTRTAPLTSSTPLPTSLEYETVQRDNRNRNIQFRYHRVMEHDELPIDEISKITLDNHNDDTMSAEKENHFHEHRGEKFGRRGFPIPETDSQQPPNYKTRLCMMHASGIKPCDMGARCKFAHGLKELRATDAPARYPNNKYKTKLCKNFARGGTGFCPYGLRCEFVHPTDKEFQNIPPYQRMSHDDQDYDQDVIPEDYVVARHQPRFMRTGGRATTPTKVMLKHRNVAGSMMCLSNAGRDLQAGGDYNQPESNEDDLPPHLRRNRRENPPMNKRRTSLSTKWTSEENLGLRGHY
BCLXL inh = inhibitors of human Bcl-xL, primary screen, biochemical, fluorescence polarization, HTS | Bcl-2-like protein 1 (Homo sapiens), Q07817 | GST-Bcl-xL / FITC-Bim BH3 peptide fluorescence polarization | inhibition, % at 10.9 µM | 0.7% of 320,000 active;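 active = inhibition above the mean of all tested compounds plus 3 SD, cutoff set per campaign, cut at about 30% in these data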;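 note: 0% = DMSO wells and 100% = unlabeled Bim-BH3 peptide competitor; inhibitors lower millipolarization by displacing the labeled peptide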
Target sequence (Q07817 whole entry, looked up): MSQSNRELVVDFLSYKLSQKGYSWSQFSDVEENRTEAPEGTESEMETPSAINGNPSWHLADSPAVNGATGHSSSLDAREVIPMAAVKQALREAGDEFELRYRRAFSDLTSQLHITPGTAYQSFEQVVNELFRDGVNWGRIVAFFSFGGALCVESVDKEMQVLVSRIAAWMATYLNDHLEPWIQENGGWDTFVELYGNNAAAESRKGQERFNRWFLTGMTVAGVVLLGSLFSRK
MCL1-BIM inh = inhibitors of MCL1 binding to BIM-BH3, primary screen, biochemical, fluorescence polarization; Induced myeloid leukemia cell differentiation protein Mcl-1 (Homo sapiens), Q07820; inhibition, % at 10.9 µM; GST-MCL1 / FITC-Bim-BH3 fluorescence polarization; 0.68% of 320,000 active;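 active = inhibition above the mean inhibition of all tested compounds plus 3 SD, set per campaign, cut at about 40% in these data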;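 note: 0% = DMSO wells and 100% = unlabeled Bim-BH3 peptide control; higher means more loss of mP so more displacement of Bim peptide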
pPAFAH inh = pPAFAH enzyme inhibitors, primary screen, biochemical, fluorescence polarization, human; Platelet-activating factor acetylhydrolase (Homo sapiens), Q13093; recombinant pPAFAH, FP-rhodamine probe fluorescence polarization; inhibition, % at 3.39 µM; 1.5% of 330,000 active;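 active = inhibition above the mean inhibition across the screen plus 3 SD, cut at about 25% in these data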;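 note: inhibitors block binding of the rhodamine activity-based probe so polarization drops; 0% = enzyme with DMSO and 100% = wells lacking pPAFAH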
GLD-1 TGE inh = GLD-1/TGE RNA complex disruptors, primary screen, biochemical, fluorescence polarization. purified GLD-1 + fluorescein TGE RNA. 0.44% of 320,000 active. Female germline-specific tumor suppressor gld-1 (Caenorhabditis elegans), Q17339. inhibition, % at 5.96 µM. AID 2280, 2010;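 active = percent inhibition above a per-plate cutoff, the plate mean of test compounds plus 3 SD, cut at about 30% in these data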;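 note: 0% = DMSO wells with GLD-1 and probe and 100% = wells lacking GLD-1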
* hit, by the source's call; x = no result given. Only part of the results is shown; rates above refer to the full screens.

Results follow in this order: AHR activator, PAFAH1B2 inh, PME-1 inh, Fam108B counter, MEX-5 binding, BCLXL inh, MCL1-BIM inh, pPAFAH inh, GLD-1 TGE inh
Cc1ccc(S(=O)(=O)N2CCOC2CNC(=O)C(=O)NCc2ccncc2)cc1 (stereo unspecified)
    3.0, -1.0, -4.4, -5.3, 1.2, -0.1, -13.5, -2.0, 1.0
COC(=O)c1nn(-c2ccccc2)c(Cl)c1/C=N/OCc1ccc(Cl)cc1Cl
    -1.4, -1.1, -2.3, -1.2, -0.6, 5.6, -0.4, 6.0, -2.1
Cc1ccc2c(c1)c(N=O)c(O)n2Cc1ccc(Cl)cc1
    3.1, -11.7, -48.0, -30.3, -1.0, 4.6, -2.8, -16.8, 2.9
CC1Cc2ccccc2N1C(=O)Cn1c(=O)cc(O)c2ccccc21 (stereo unspecified)
    10.6, 11.4, 1.2, -2.7, -2.7, 1.5, 2.7, 6.3, 3.0
C=CCNC(=O)CSc1nc2sc(C)c(C)c2c(=O)[nH]1
    106.6*, 1.8, 1.3, -0.7, -0.8, 1.3, -1.9, -1.9, -5.5
COc1ccccc1OCCOCCn1cnc2ccccc2c1=O
    1.9, 2.2, 5.7, 3.3, -0.1, 4.6, 0.2, 2.3, 1.5
CC(=O)c1ccc(NC(=O)N2CCc3ccccc3C2)cc1
    1.4, 7.0, -7.5, -5.6, 1.5, -2.5, -4.0, -6.0, 2.7
c1ccc2c(c1)oc1c(NCCN3CCOCC3)ncnc12
    8.9, 4.3, -6.0, 11.5, -1.6, 5.3, -1.6, -2.2, -2.8
COc1ccc(N2CC(C(=O)Nc3nnc(C4CCCCC4)s3)CC2=O)cc1 (stereo unspecified)
    -0.9, 7.3, 5.5, 2.4, -0.9, 0.2, -0.6, 8.2, 1.4
COCCCNC(=O)C1CCN(C(=O)c2oc3cc4sc(N(C)C)nc4cc3c2C)CC1
    4.0, -1.2, 8.6, 1.6, 3.0, 5.3, 5.6, 1.2, -3.0
O=C(COC(=O)c1c(F)cccc1Cl)NCC1CCCCC1
    -0.2, 3.0, x, x, x, x, x, 12.9, -1.4
Cc1ccc2cc(CN(CCCN(C)C)C(=O)NCc3ccccc3)c(=O)[nH]c2c1C
    1.3, 0.8, 4.1, 3.8, -1.6, 5.1, -1.7, 6.1, 9.4
Cc1ccc(Cl)c(NC(=O)COC(=O)c2nn(-c3ccccc3)cc2O)c1Cl
    9.0, -5.8, x, x, x, x, x, 2.3, -6.7
CC(C)c1ccc(N(CC(=O)NN=C2CCN(C)CC2)S(=O)(=O)c2ccccc2)cc1
    7.7, 4.0, -2.6, -5.0, -0.1, -3.5, -2.2, 6.3, -4.4
NS(=O)(=O)c1ccc(CCNC(=O)C2CCN(S(=O)(=O)c3ccccc3)CC2)cc1
    -1.9, 1.3, 8.1, 1.2, 1.4, 0.4, 0.0, 4.1, 5.2
Cc1ccccc1C(=O)NC(NCc1ccco1)C(Cl)(Cl)Cl (stereo unspecified)
    2.3, 1.4, 2.2, 2.4, -0.4, 2.5, -1.2, 5.4, -2.9
O=C(/C=C/c1ccc(Cl)cc1)NC(=S)Nc1ccc(N2CCOCC2)c(Cl)c1
    2.6, -18.5, -2.9, -15.7, 3.4, 5.7, 15.4, -4.6, 0.3
O=c1cc(CN2CCN(S(=O)(=O)c3ccc4c(c3)OCCO4)CC2)c2ccc(O)cc2o1
    -3.7, 4.8, 2.9, 0.8, -1.1, 8.6, 12.0, 11.0, -0.3
Cc1[nH]c(C)c(S(=O)(=O)N2CCN(c3ccccc3F)CC2)c1C(=O)N1CCCCC1
    2.4, -0.6, -4.0, -0.7, 3.2, 1.2, 5.0, 3.8, -4.6
COc1cc2ccccc2cc1C(=O)OCC(=O)c1c(N)n(C)c(=O)n(C)c1=O
    1.3, -4.2, 0.2, x, x, -0.7, -10.6, -0.6, 3.8
Cc1ccc(S(=O)(=O)c2nc(-c3cccs3)oc2NCCCN(C)C)cc1
    -0.9, -5.8, 1.1, -3.2, 3.0, 4.3, 1.8, 0.1, 6.8
O=C(COC(=O)C1CCN(S(=O)(=O)c2cccc3cccnc23)CC1)c1ccc(F)cc1
    -0.6, 1.7, 10.4, -4.0, -1.5, 2.5, 1.1, 0.9, -0.8
Cc1ccc2c(c1)CCCN2C(=O)c1c(C)noc1C
    0.3, 6.4, 2.0, -3.8, 2.8, -0.5, -2.5, 4.6, 0.2
O=C(NCCS(=O)(=O)N1CCN(c2ccccc2F)CC1)c1ccco1
    -2.9, 5.2, -1.0, 3.3, -1.6, -3.9, -1.3, -1.6, 11.5
CC1(C)CC(Cc2nc(=S)[nH][nH]2)C(=O)O1 (stereo unspecified)
    -2.4, 1.9, 2.9, 0.9, 1.0, 6.9, 0.0, 3.3, 6.1
O=C(O)C1C2C=CC(C2)C1C(=O)Nc1ccc(C(=O)N2CCCCC2)cc1 (stereo unspecified)
    -1.3, 1.0, -3.2, 0.3, x, 3.0, 6.9, 1.9, -3.5
N#Cc1c(/N=C/c2ccco2)oc(-c2ccccc2)c1-c1ccccc1
    2.6, 0.8, 1.1, -0.1, -1.0, 7.2, -1.8, -4.6, 1.8
COCCNC(=O)C(c1ccc(C)cc1)N(C(=O)CCC(=O)Nc1ccccn1)c1ccc(C)cc1 (stereo unspecified)
    -2.6, 3.1, 3.0, 0.9, -0.5, -1.3, -2.3, 5.9, -5.7
Cc1ccc2nc(-c3ccc(SCC(=O)Nc4nnc(C)s4)nc3)[nH]c2c1
    42.1, -8.4, -33.5, -9.6, 1.2, 4.1, 8.3, -12.2, -7.1
Cc1ccoc1C(=O)NCCNC(=O)c1occc1C
    2.4, 3.7, -3.9, 0.2, -0.6, 2.2, -0.1, 5.3, -0.4
Cc1ccc(S(=O)(=O)N2CCCCC2)cc1NC(=O)C1CCC1
    0.0, 4.1, -0.9, x, x, -9.1, -20.4, 1.5, -0.1
COc1ccccc1C(OC(=O)c1cccs1)C(=O)NCC1CCCO1 (stereo unspecified)
    0.8, -8.7, -11.6, -3.6, -1.1, 6.7, 2.5, -6.7, -4.2
CCSc1nnc(NC(=O)Cn2cnc3c2c(=O)n(C)c(=O)n3C)s1
    -0.1, 2.5, 0.3, 3.9, 2.1, -4.6, 4.0, 2.7, -0.6
O=C(CSc1ccccc1)NCc1ccccc1
    6.8, 7.0, 2.5, -1.0, -1.1, 2.6, 7.6, 6.5, -1.4
CN1CC(=O)N(CCOc2ccccc2)C1=O
    0.1, 3.6, -0.7, -2.6, 0.4, -3.6, -1.5, 0.5, -3.2
Cc1ccc(CSc2nc3sc(C)c(C)c3c(=O)n2Cc2ccco2)cc1
    -0.1, 0.1, -4.3, -2.1, -0.1, 5.5, 8.3, 4.2, 2.0
O=C(Nc1ccc2c(c1)OCCO2)NC1CCCCC1
    6.6, 3.0, -3.6, 1.0, -0.8, 2.5, 3.0, 0.5, 19.3
Cc1c(C)c2ccc(OC(C)C(=O)NC3CC(C)(C)NC(C)(C)C3)cc2oc1=O (stereo unspecified)
    1.0, 4.1, -4.3, -0.5, -0.2, 8.3, 8.5, 5.0, -3.5
CCOCCCNC(=O)c1cn(CC(C)C)c(=O)c2c1c1ccccc1n2C
    6.4, 3.5, 1.3, 1.1, -0.6, 4.1, 5.3, -0.4, 2.7
CC(=O)Nc1ccc(C)c(NC(=S)Nc2ccc(F)cc2)c1
    2.6, 5.3, 2.0, 1.0, -1.7, 6.0, 8.9, 3.2, 14.5
CCCCC(=O)NC(=S)Nc1ccccc1C(=O)Nc1ccccc1
    -0.7, 6.0, -1.8, 1.4, 0.4, 8.4, 12.7, -3.3, 0.3
COc1ccccc1NC(=O)/C(C#N)=C/c1cc([N+](=O)[O-])ccc1N1CCCC1
    16.1, -4.5, 1.1, -7.4, -82.8*, -19.9, -45.1, 0.5, -19.5
CC(=O)Nc1cccc(N2C(=O)CC(Cc3ccccc3)C2=O)c1 (stereo unspecified)
    1.0, 0.9, 2.6, 2.7, 1.3, 4.8, 5.2, 3.0, -3.0
Cc1csc(NC(=O)c2cc3ccccc3o2)n1
    21.5, -3.2, 2.9, x, x, -5.3, -2.9, 2.9, -6.0
COc1ccc(C(=O)N(CCCO)C(C)C(=O)NC2CCCCC2)cc1OC (stereo unspecified)
    -2.5, 2.9, 1.1, 0.5, 2.0, -0.1, -0.5, 0.4, -1.6
Cc1ccc(Cn2cccc(NC(=O)NC3CCCCC3)c2=O)cc1
    2.3, -0.3, 4.6, 4.2, -0.2, 6.4, 11.5, 2.9, 8.6
COc1cc(NC(=O)C(C)Oc2ccccc2)ccc1NC(=O)COc1ccccc1 (stereo unspecified)
    24.1, -5.3, -1.8, -1.6, -0.7, -0.6, 0.6, 0.9, 2.3
COc1cc(C2C(C#N)=C(C)NC3=C2C(=O)CC(C)(C)C3)cc(OC)c1O (stereo unspecified)
    6.2, 7.3, -7.9, 2.9, 0.4, 2.8, -5.7, 5.3, -7.7
CCN(CC)CCCNC(=O)c1sc2ncn(CC(=O)Nc3ccc(C)c(Cl)c3)c(=O)c2c1C
    -4.5, -2.3, -5.9, -4.5, 3.8, 2.7, 7.5, -2.4, -4.2
Cc1cc(C(=O)N2CCN(c3ccccc3)CC2)no1
    -0.5, 1.9, 0.1, -0.4, -2.2, -0.5, 0.1, 2.2, 3.8
CCC(C)(C)n1nnnc1C(c1ccc(C)cc1)N1CCCC1 (stereo unspecified)
    -0.2, 11.7, 2.8, 3.1, 0.8, 0.9, 7.3, 5.7, -0.1
CC1=C(c2ccc(C(C)C)cc2)S(=O)(=O)N=C1N1CCN(C(=O)c2ccco2)CC1
    -2.4, 6.4, 3.5, 1.4, -1.8, -2.9, -1.8, 8.6, 2.0
